# Assay outcomes from PubChem.
# TCR activator = activates T cell receptor signaling; primary human leukocytes, anti-CD3, IL-2 HTRF, 48 h; Potency, µM (titrated, usually from 9.22 µM), without a hit: at the highest dose activation of IL-2 secretion, actives largely listed as activators; 330,000 tested, under 10 active; also: % of control where 0% means no effect
#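 Compounds are tested in HTS on primary human leukocytes co-incubated with a-CD3 beads for 48 hr. IL-2 output is measured by time-resolved FRET.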
# Chronic BCR inh = blocks chronic active B-cell receptor signaling. ABC-DLBCL IkBa-CBG/CBR reporter, luminescence ratio, 4 h. Potency, µM (series often up to 46.1 µM), without a hit: top-dose ratio change, negative = lower green/red ratio, most hits filed as inhibitors. 340,000 compounds, 0.05% hits. AID 493014; active = well fitted inhibition curve with a large enough effect in the signal ratio, with a control signal flat, not every such curve was filed as active; inconclusive = small, poorly fitted or top-dose-only effect, or effect the other way, or a change in a side signal; the % refers to the signal ratio;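 also: potency is read from the fitted curve at half-maximal effect; plate controls were basal doxycycline-induced cells for no effect and cells given 10 µM MG132 for full effect; MG132 reads +100%, hits lower the ratio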
#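 Compounds up to 46 uM were incubated four hours with TMD8 cells whose green CBG68 luciferase is fused to IkappaBalpha; red CBR luminescence normalised the signal, and concentration-effect curves were fitted to fusion, red and ratio data.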
# uPA surface inh = cell surface uPA generation inhibition; cell surface uPA generation assay, qHTS; Potency, µM (series often up to 38.3 µM), without a hit: top-dose activity change, negative = inhibition, actives largely listed as inhibitors; 330,000 compounds, 0.31% hits; AID 540303; active = well fitted inhibition curve with a large enough effect; inconclusive = small, poorly fitted or top-dose-only effect; inactive = no such curve, though single readings can be large or run the other way; tested in mouse RAW 264.7 cells; also: potency is read from the fitted curve at half-maximal effect; % is scaled to controls: 0 for no effect and ±100 for the full control effect; nearly all actives have a fitted effect of over 55% in size
# Mito fusion yeast = inhibitors of mitochondrial division or activators of mitochondrial fusion | S. cerevisiae fusion-defective mutant growth rescue, CellTiterGlo 48 h | Potency, µM (highest dose often 46.1 µM), without a hit: top-dose growth rescue (activation), most hits filed as activators | 320,000 compounds, 0.23% hits | AID 485298;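 also: potency is read from the fitted curve at half-maximal effect; % of control where 0% means no effect; nearly all actives have a fitted effect of over 45% in size; temperature-sensitive fusion mutants such as fzo1-1 at 37 °C on non-fermentable ethanol glycerol medium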
#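 Luminescent cell viability in 1536-well qHTS format served as the measure of rescued growth in ts fusion-mutant S. cerevisiae cultured on non-fermentable YPEG for 48 hours at 37C.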
# TSHR antagonist = antagonists of human thyroid stimulating hormone receptor | P16473 | TSHR-expressing cells, TSH-stimulated cAMP HTRF, 2 h; hits give low values | activity change, negative = inhibition, % at 11.5 µM | 330,000 compounds, 0.2% hits | AID 504810;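 active = activity change below a set negative limit, meaning inhibition stronger than a set level, cut at about -70% in these data; inconclusive = activity change between two set negative limits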; also: % is scaled to controls: 0 for no effect and ±100 for the full control effect
#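 TSHR-expressing cells, 200/well, pre-treated with compound, then stimulated with EC80 TSH (4nM final) for 2 hours at 37 deg C. cAMP measured by competitive HTRF: anti-cAMP cryptate antibody in lysis buffer plus cAMP-d2, read after 30 minutes at room temperature.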
# Eya2 inh = blocks the phosphatase activity of human Eya2. O00167. recombinant Eya2, OMFP fluorescence dephosphorylation (OMFP is methylfluorescein phosphate). Potency, µM (titrated, usually from 76.9 µM), for inactives: at the highest dose activity, negative = inhibition, usual class: inhibitors. 330,000 compounds, 0.006% hits. AID 488837; also: potency is read from the fitted curve at half-maximal effect; % is scaled to controls: 0 for no effect and ±100 for the full control effect
#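 Eya2 (0.2 uM) preincubated 10 min at ambient with compound, then OMFP substrate added at 50 uM; 10 min reaction in 50 mM HEPES pH 7.5, 50 mM NaCl, 5 uM MgCl2, 0.05% BSA, 1 mM DTT. Fluorescence read at Ex 485/Em 525 nm.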
# ELG1 repair inh = ELG1-dependent DNA repair inhibition; HEK293T ELG1-luciferase reporter, luminescence, 16 h; DNA damage induced by 5-fluorouridine; Potency, µM (highest dose often 46.1 µM), for the others: at the highest dose activity change, negative = inhibition, usual class: inhibitors; 330,000 compounds, 2.3% hits; also: potency is read from the fitted curve at half-maximal effect; % is scaled to controls: 0 for no effect and ±100 for the full control effect; nearly all actives have a fitted effect of over 55% in size
#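 5-Fluorouridine DNA damage + compound/DMSO, 2,000 cells/well, 16 h, 37 °C/5% CO2. ONE-Glo, 30 min RT, luminescence. Readout = decrease in reporter signal.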
# Tb PFK block = T. brucei PFK enzyme inhibition. T. brucei PFK, ADP-Glo luminescence. O15648. 330,000 compounds, 0.17% hits. Potency, µM (top dose mostly 57.5 µM), inactives show top-dose activity, negative = inhibition, usual class: inhibitors;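 also: potency is read from the fitted curve at half-maximal effect; 0% = uninhibited 1x PFK enzyme wells and -100% = no-enzyme wells; nearly all actives have a fitted effect of over 60% in size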
#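 Luminescent ADP detection (ADP-Glo, two-step: ATP depletion then ADP-to-ATP conversion for luciferase) reported PFK activity after 45 min room-temperature reaction of 1.25 nM enzyme with 0.5 mM F6P and 0.1 mM ATP at pH 8.0.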
# USP2a inh = USP2a (human) protease inhibition. USP2 core, Ub-CHOP2 coupled fluorogenic reporter, 485/531. Potency, µM (doses to about 38.3 µM), inactives show top-dose activity change, negative = inhibition, hits mostly inhibitors. 330,000 compounds, 0.01% hits;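 also: potency is read from the fitted curve at half-maximal effect; plate controls were DMSO wells for no effect and full inhibition by NEM control for full effect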
# Target sequence (O75604 whole entry, looked up): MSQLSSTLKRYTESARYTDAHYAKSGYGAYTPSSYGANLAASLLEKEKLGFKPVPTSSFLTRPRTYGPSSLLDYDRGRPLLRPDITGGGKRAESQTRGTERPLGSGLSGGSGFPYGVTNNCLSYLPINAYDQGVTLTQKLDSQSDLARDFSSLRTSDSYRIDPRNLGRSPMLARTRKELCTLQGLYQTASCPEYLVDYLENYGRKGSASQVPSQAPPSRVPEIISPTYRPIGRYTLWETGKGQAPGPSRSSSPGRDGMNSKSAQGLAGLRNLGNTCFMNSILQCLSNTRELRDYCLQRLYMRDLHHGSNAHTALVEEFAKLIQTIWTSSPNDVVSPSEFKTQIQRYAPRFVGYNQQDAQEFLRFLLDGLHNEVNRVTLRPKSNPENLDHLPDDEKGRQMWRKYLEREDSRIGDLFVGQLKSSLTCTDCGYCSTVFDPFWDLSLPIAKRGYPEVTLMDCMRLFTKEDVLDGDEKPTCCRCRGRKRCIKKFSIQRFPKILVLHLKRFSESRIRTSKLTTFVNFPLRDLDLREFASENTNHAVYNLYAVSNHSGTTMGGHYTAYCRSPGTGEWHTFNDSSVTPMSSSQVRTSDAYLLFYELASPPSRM
#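 USP2 core (10nM final) preincubated 30min RT with compound in 20mM Tris-HCl pH 8.0, 2mM CaCl2, 2mM beta-mercaptoethanol, 0.05% CHAPS; 25nM Ub-CHOP2 plus 25nM reporter substrate added, fluorescence (Ex485/Em531) read after 60min.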
# B2AR arrestin = agonists driving beta-arrestin recruitment to human beta2-adrenergic receptor; P07550; beta-arrestin recruitment to beta2AR, cell-based reporter; Potency, µM (doses to about 46.1 µM), without a hit: at the top dose activation, actives largely listed as activators; 330,000 compounds, 0.02% hits; AID 492947;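 also: potency is read from the fitted curve at half-maximal effect; 0% = DMSO controls and full agonism = EC100 isoproterenol or metaproterenol; nearly all actives have a fitted effect of over 65% in size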
# Target sequence (P07550 whole entry, looked up): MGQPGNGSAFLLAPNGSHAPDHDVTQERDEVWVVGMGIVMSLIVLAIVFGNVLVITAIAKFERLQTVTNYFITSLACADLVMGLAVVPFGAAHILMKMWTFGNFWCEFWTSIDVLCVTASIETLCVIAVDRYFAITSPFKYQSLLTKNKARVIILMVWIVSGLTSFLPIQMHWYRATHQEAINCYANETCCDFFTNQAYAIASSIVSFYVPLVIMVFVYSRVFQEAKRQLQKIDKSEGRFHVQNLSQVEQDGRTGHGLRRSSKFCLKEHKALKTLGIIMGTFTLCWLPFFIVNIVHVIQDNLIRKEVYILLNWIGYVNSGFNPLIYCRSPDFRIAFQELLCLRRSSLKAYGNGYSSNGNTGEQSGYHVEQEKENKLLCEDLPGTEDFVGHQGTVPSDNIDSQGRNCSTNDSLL
# TSG101-PTAP inh = blocks PTAP/TSG101 interaction to inhibit HIV-1 budding | Potency, µM (doses to about 115 µM), for the others: top-dose activity change, negative = inhibition, actives largely listed as inhibitors | Fluorescence polarization, FITC-PTAP peptide / Tsg101 binding | 340,000 tested, under 10 active | Q99816; active = well fitted inhibition curve with a large enough effect in the main read-out, with a control signal flat, not every such curve was filed as active; inconclusive = small, poorly fitted or top-dose-only effect, or effect the other way, or a change in a side signal; inactive = no such curve, though single readings can be large or run the other way; also: potency is read from the fitted curve at half-maximal effect; % of control where 0% means no effect
#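 Compounds were pin-transferred onto Tsg101 binding domain (10 uM final) in HEPES pH 7.5 buffer, then FITC-PTAP peptide was added at 50 nM final. After 20 min at RT, polarization reported peptide displacement across a qHTS concentration series.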
# * hit, by the source's call; ? = inconclusive; / = not tested or not shown; [ ] = dose if it differs, or a comment. Unless noted, calls follow the shape of the dose curve; as a rule, active = well fitted curve in the direction sought with a large enough effect; inconclusive = small, poorly fitted or top-dose-only effect, or another doubt; inactive = no such curve, though single readings can be large; an effect the other way counts as inactive or inconclusive. Outcome played no part in choosing rows; any-hit rate near 3%.
# The line under a structure holds: TCR activator, Chronic BCR inh, uPA surface inh, Mito fusion yeast, TSHR antagonist, Eya2 inh, ELG1 repair inh, Tb PFK block, USP2a inh, B2AR arrestin, TSG101-PTAP inh
> O=C(CN1C(=O)C2C3C=CC(C3)C2C1=O)NCCC1=CCCCC1 (configuration not stated)
    -6%, ?, 3%, 1%, 10, 4%, ?, 3%, 0%, 0.0%, -1%
> Cc1ccc(NC(=O)COC(=O)CNC(=O)c2ccc(Cl)cc2Cl)cc1S(=O)(=O)N1CCOCC1
    5%, -5%, -1%, 3%, 0, 1%, ?, 5%, -1%, 0.1%, -6%
> COc1ccc(C(C(=O)NC2CCCCC2)N(Cc2ccco2)C(=O)c2ccccn2)c(OC)c1 (configuration not stated)
    -2%, -18%, 0%, 2%, -1, 1%, -11%, 0%, -1%, 0.0%, -2%
> O=S(=O)(c1ccccc1)c1ccccc1/C=N\O
    17%, -2%, 1%, 13%, 6, 12%, 0%, 4%, -1%, -0.1%, -1%
> N#Cc1ccc(NC(=O)Cn2cnc(S(=O)(=O)N3CCOCC3)c2)cc1
    4%, -2%, 8%, 2%, 10, 3%, 15%, 0%, 1%, 0.4%, -8%
> COCc1[nH][nH]c(=O)c1C=Nc1ccccc1
    3%, 10%, -9%, 1%, -1, 3%, 2%, -1%, 1%, 0.0%, -1%
> COc1ccc(C(=O)COC(=O)CCNS(=O)(=O)c2ccccc2)c(OC)c1
    -1%, ?, 2%, 2%, 14, -12%, 3%, ?, 1%, -0.5%, 0%
> COc1cccc(CNS(=O)(=O)c2c(C)[nH]c(C)c2C(=O)N2CCCCC2)c1
    9%, -5%, 7%, 1%, 9, 4%, 9%, 3%, 6%, 0.3%, 2%
> Cc1oc(-c2ccc(Cl)cc2)cc1-c1nn2c(-c3ccoc3C)nnc2s1
    -2%, ?, 1%, 5%, 8, -7%, 1%, ?, ?, -0.1%, 0%
> COc1ccccc1C(=O)OCC(=O)NC(=O)NC1CCCCC1
    -1%, -15%, 1%, 4%, -4, -10%, 1%, -6%, 1%, -0.3%, -4%
> Cc1cc(F)ccc1S(=O)(=O)Nc1ccccc1C(=O)Nc1ccccc1-c1nc2ccccc2[nH]1
    0%[46.1 µM], ?, -8%, 15%, -19, -16%, ?, 8%, -8%, -0.3%, 0%
> CCOC(=O)C(=O)Nc1nnc(SCc2ccc(F)cc2)s1
    -3%[46.1 µM], -4%, -3%, 8%, -12, 11%, 5%, 0%, 2%, 4.5%, -4%
> COC(=O)COc1cccc2c(=O)n(CC(=O)NCCc3ccccc3)ccc12
    7%, 1%, -12%, -1%, 8, -3%, -1%, 4%, 3%, -0.4%, 0%
> Cc1ccc(NC(=O)Cc2ccc([N+](=O)[O-])cc2)c(Br)c1
    -2%[46.1 µM], ?, 7%, -7%, 3, -2%, ?, 2%, 2%, -0.8%, 0%
> O=C(CNS(=O)(=O)c1cccc(C(F)(F)F)c1)NC1CCCCCC1
    -2%, -5%, 5%, /, 38, -4%, -2%, 0%, 3%, -0.2%, -4%
> O=c1c2[nH]c3ccccc3c2ncn1CCN1CCCCC1
    8%, 2%, -1%, 1%, -1, -2%, ?, -2%, 0%, -0.1%, -8%
> CC1C(=O)OC(c2ccc(Cl)cc2)C(C)(C)C1=O (configuration not stated)
    -8%, 9%, -5%, 7%, 0, -11%, -2%, 13%, 5%, -0.5%, -2%
> Cc1ccc(NC(=O)/C(=C\c2ccc([N+](=O)[O-])cc2)NC(=O)c2ccccc2)cc1
    -6%, -2%, 2%, -2%, 7, 2%, 15%, 2%, 0%, -0.3%, -1%
> CCCCN(C(=O)C1CCCO1)c1c(N)n(CC(C)C)c(=O)[nH]c1=O (configuration not stated)
    0%, -13%, -2%, -1%, 0, 13%, 9%, -1%, 0%, 0.0%, 0%
> COc1ccccc1Cn1c(CO)nc2ccccc21
    -2%, 4%, -1%, 0%, 1, -4%, 8%, 0%, 4%, -0.9%, -1%
> CC(OC(=O)C1CC(=O)N(Cc2ccco2)C1)C(=O)Nc1ccccc1[N+](=O)[O-] (configuration not stated)
    3%, -3%, 17%, -3%, -1, -4%, 18%, 3%, 1%, -0.4%, -5%
> NS(=O)(=O)c1ccc(N/N=C/c2cn(-c3ccccc3)nc2-c2ccccc2)c([N+](=O)[O-])c1
    4%, ?, -6%, 2%, -6, -1%, 11%, 0%, 2%, -0.1%, -4%
> Cc1cccc(/C(N)=N/OC(=O)COc2ccccc2Cl)c1
    3%[46.1 µM], ?, 7%, /, 19, -3%, ?, -2%, 3%, 0.7%, -1%
> C1CCN=C(Nc2nn[nH]n2)CC1
    2%, -1%, 3%, -3%, 1, 0%, 24%, -2%, -7%, -0.2%, -5%
> O=C(CS(=O)CC(=O)N(c1ccccc1)C(C(=O)NC1CCCCC1)c1ccco1)Nc1ccc(F)cc1 (configuration not stated)
    -6%[46.1 µM], -1%, -2%, 0%, -2, -2%, 1%, -2%, 1%, -0.3%, -1%
> Cc1ccc(NC(=O)COc2ccc(N3CC(C(N)=O)CC3=O)cc2)c(C)c1 (configuration not stated)
    -3%, -4%, -1%, -1%, -7, 13%, -2%, 0%, 2%, -0.3%, -4%
> Cc1cc(C)c2c(N=NN3CCCCC3)[nH]nc2n1
    2%[46.1 µM], ?, 15%, 21%, -2, 1%, ?, -1%, -17%, -0.5%, 1%
> O=C(NNc1cc(C(F)(F)F)nc2ccccc12)Nc1cccc(Cl)c1
    -4%, 7%, -4%, 1%, -14, -14%, ?, -27%, -3%, -0.8%, -5%
> C/C(=N\Nc1nc(N2CCCCCC2)nc(N2CCCCCC2)n1)c1ccccc1
    -5%, -1%, -3%, 6%, -7, -12%, -5%, 1%, 0%, 0.1%, 0%
> CCN(C(=O)COc1cccc2cccnc12)C1CCS(=O)(=O)C1 (configuration not stated)
    2%, -18%, 7%, -4%, 23, -8%, 2%, -1%, 10%, 0.0%, 1%

# 3 compounds out of the list, ordered by heavy-atom count, highest first:
# The line under a structure holds: TCR activator, Chronic BCR inh, uPA surface inh, Mito fusion yeast, TSHR antagonist, Eya2 inh, ELG1 repair inh, Tb PFK block, USP2a inh, B2AR arrestin, TSG101-PTAP inh
> CC(OC(=O)C1CC(=O)N(Cc2ccco2)C1)C(=O)Nc1ccccc1[N+](=O)[O-] (configuration not stated)
    3%, -3%, 17%, -3%, -1, -4%, 18%, 3%, 1%, -0.4%, -5%
> COc1cccc(CNS(=O)(=O)c2c(C)[nH]c(C)c2C(=O)N2CCCCC2)c1
    9%, -5%, 7%, 1%, 9, 4%, 9%, 3%, 6%, 0.3%, 2%
> O=C(CN1C(=O)C2C3C=CC(C3)C2C1=O)NCCC1=CCCCC1 (configuration not stated)
    -6%, ?, 3%, 1%, 10, 4%, ?, 3%, 0%, 0.0%, -1%

# Continued:
# The line under a structure holds: TCR activator, Chronic BCR inh, uPA surface inh, Mito fusion yeast, TSHR antagonist, Eya2 inh, ELG1 repair inh, Tb PFK block, USP2a inh, B2AR arrestin, TSG101-PTAP inh
> O=C(NCCc1ccc(Cl)cc1)C1CCN(C(=O)c2ccc(F)cc2)CC1
    3%, 8%, 9%, 5%, -12, 10%, -13%, 1%, 2%, 0.3%, -11%
> COC(=O)C1=C(O)/C(=C/c2cccc(OC)c2O)N=C1C
    -4%, 0%, -17%, -1%, -19, 7%, 21%, -5%, 2%, -0.7%, -4%
> COc1ccc2nc(C)cc(N3CCOCC3)c2c1
    -58%, 5%, /, 1%, 9, 3%, ?, 0%, 1%, -0.3%, 0%
> Cc1nc(CCNC(=O)CC2C(=O)NCCN2CC(C)C)nc2c1CCC2 (configuration not stated)
    4%, -1%, 3%, 0%, 17, 4%, 0%, -3%, -3%, -0.5%, -3%
> CN(C)C(=O)COC(=O)c1ccccc1OCC(=O)Nc1ccc(SC(F)F)cc1
    -3%[46.1 µM], -7%, -21%, 22%, 6, -1%, ?, 1%, 2%, -0.6%, 0%
> CCCN1CCN(CCCNC(=O)c2cc3c(=O)oc4ccc(C)cc4c3s2)CC1
    2%, 10%, 0%, 6%, -2, 0%, 1%, 2%, 4%, 0.5%, -5%
